# RGS4 inhibitor – inhibitors of human regulator of G protein signaling 4; P49798; Transcreener GDP fluorescence polarization, RGS4-accelerated GTP hydrolysis; Potency, µM (titrated, usually from 114 µM), for inactives: top-dose activity change, negative = inhibition, most hits filed as inhibitors; actives 0.039% (n = 390,000); AID 504845; note: potency is the fitted concentration of half-maximal effect; % is set by controls: 0 for no effect and ±100 for the full control effect; nearly all actives have a fitted effect of over 75% in size; some results filed as inactive show a strong effect at the top dose
#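 MLSMR compounds (23 nl, pin-transferred) preincubated 10 min at room temperature with a 500nM (2x) first reagent, then RGS4 at 900nM (2x) plus Transcreener GDP mix added; fluorescence polarization (620/688 nm) read before and after 90 min at 30 °C.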
# POLB inh – blocks human DNA polymerase beta activity | Potency, µM (doses to about 114 µM), for inactives: at the top dose activity change, negative = inhibition, hits mostly inhibitors | actives 1.3% (n = 340,000) | P06746 | AID 485314 | Pol beta primer extension/strand displacement, fluorescence kinetic; note: potency is the fitted concentration of half-maximal effect; % is set by controls: 0 for no effect and ±100 for the full control effect
#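 Pol beta (10 nM) and compounds were preincubated 15 min at room temperature, then 50 nM substrate (final) started primer extension/strand displacement. Reads were taken at 0 and 10 min; concentration-response data were fitted to a four-parameter Hill equation.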
# Anesthetic bind – binds horse apoferritin like a general anesthetic; apoferritin/1-aminoanthracene competitive binding, fluorescence; Potency, µM (series often up to 77.5 µM), without a hit: at the highest dose activity change, negative = displacement, usual class: inhibitors; AID 485281; actives 0.074% (n = 350,000); P02791; note: potency is the fitted concentration of half-maximal effect; % is set by controls: 0 for no effect and ±100 for the full control effect; nearly all actives have a fitted effect of over 20% in size
# Target sequence (P02791 2-175 limits assumed): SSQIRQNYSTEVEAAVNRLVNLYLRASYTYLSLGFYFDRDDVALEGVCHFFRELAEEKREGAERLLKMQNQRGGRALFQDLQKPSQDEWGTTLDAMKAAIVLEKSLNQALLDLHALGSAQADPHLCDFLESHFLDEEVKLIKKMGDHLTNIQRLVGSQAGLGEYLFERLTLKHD
#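 Read-out: endpoint 1-AMA fluorescence, excitation 380 nm and emission 535 nm, after compounds sit 10 min at room temperature with 10 uM horse-spleen apoferritin in 50% saturated 1-AMA/PBS. Values come from four-parameter Hill fits.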
# ALOX12 inh – blocks human arachidonate 12S-lipoxygenase; actives 1.1% (n = 580,000); AID 1671190; purified 12hLO, xylenol orange hydroperoxide absorbance; Potency, µM (highest dose often 108 µM), inactives show top-dose activity change, negative = inhibition, actives largely listed as inhibitors; note: potency is the fitted concentration of half-maximal effect; % is set by controls: 0 for no effect and ±100 for the full control effect
#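 Purified human 12hLO at 150 nM in 25 mM Hepes, 0.01% Triton X-100, pH 7.0, preincubated 15 min at room temperature with compound. Reaction started with 40 uM arachidonic acid, 30 min at room temperature. Hydroperoxide measured by Fe-xylenol orange, 573/405 nm absorbance ratio.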
# APE1 inh – blocks human APE1 abasic DNA cleavage. actives 0.35% (n = 350,000). AID 2517. recombinant APE1, TAMRA/BHQ-2 abasic DNA cleavage fluorescence. Potency, µM (top dose mostly 65.8 µM), for the others: at the highest dose activity change, negative = inhibition, most hits filed as inhibitors;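 note: potency is the fitted concentration of half-maximal effect; plate controls were vehicle for no effect and reference inhibitor for full effect; nearly all actives have a fitted effect of over 55% in size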
#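 Readout is kinetic fluorescence (ex 525, em 598 nm) from cleavage of 50 nM TAMRA/BHQ-2 THF abasic duplex by 0.75 nM APE1, compound added 15 min beforehand at RT.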
# Pol kappa inh – blocks human DNA polymerase kappa activity; Q9UBT6; purified Pol kappa, fluorescent DNA synthesis assay, 10 min; Potency, µM (titrated, usually from 107 µM), inactives show at the top dose activity, negative = inhibition, actives largely listed as inhibitors; actives 0.53% (n = 400,000); note: potency is the fitted concentration of half-maximal effect; % is set by controls: 0 for no effect and ±100 for the full control effect
# Target sequence (Q9UBT6 whole entry, looked up): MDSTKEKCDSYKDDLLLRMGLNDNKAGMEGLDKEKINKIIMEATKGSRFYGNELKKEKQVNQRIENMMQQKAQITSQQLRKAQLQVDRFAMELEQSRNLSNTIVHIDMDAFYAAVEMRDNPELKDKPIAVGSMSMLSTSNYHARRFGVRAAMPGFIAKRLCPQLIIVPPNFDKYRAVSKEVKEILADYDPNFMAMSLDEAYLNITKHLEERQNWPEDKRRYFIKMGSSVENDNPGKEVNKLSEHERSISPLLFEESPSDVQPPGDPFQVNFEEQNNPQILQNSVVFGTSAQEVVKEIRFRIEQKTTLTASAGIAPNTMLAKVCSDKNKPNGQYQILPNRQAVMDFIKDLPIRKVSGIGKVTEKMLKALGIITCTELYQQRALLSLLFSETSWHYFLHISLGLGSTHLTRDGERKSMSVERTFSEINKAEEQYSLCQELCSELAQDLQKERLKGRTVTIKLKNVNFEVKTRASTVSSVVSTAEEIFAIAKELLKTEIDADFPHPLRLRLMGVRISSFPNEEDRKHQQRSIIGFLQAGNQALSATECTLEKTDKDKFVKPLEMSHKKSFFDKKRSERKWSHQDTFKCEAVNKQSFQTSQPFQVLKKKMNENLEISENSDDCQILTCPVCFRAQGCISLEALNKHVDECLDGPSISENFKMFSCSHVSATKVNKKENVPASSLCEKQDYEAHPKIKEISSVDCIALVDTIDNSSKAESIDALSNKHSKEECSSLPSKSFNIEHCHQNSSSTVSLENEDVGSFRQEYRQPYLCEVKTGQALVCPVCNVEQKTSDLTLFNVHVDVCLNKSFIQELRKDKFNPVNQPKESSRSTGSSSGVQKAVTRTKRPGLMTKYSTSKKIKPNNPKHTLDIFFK
#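 10 nM Pol kappa preincubated 15 min at room temperature with compounds, then reaction started with substrate at 50 nM final. Fluorescence read kinetically at 0 and 10 min; buffer-only wells served as negative control.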
# LDHA block – LDHA (human) enzyme inhibition; activity change, % (values are at about 110 or 230 µM); actives 0.15% (n = 480,000); AID 1347041; purified LDHA, NADH/diaphorase-resazurin fluorescence; hits give low values; P00338; in the data active = activity change below about -30%; inconclusive = mostly about -25% to -30%;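 note: plate controls were DMSO wells for no effect and wells without enzyme for full effect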
#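 Remaining NADH was detected by diaphorase (0.133 mg/mL) converting 37 µM resazurin to fluorescent resorufin, read at 0 and 20 minutes. The preceding 5-minute room-temperature reaction used 2 nM LDHA, 0.2 mM sodium pyruvate and 0.06 mM NADH at pH 7.4.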
# ERG Ets-DNA blk – inhibitors of human ERG Ets domain-DNA interaction; actives 0.028% (n = 370,000); P11308; Potency, µM (titrated, usually from 76.9 µM), for the others: at the top dose FP activity, negative = inhibition, most hits filed as inhibitors; fluorescence polarization, His-ERG Ets domain / labelled DNA; active = well fitted inhibition curve with a large enough effect in the polarisation, with a control signal flat; inconclusive = small, poorly fitted or top-dose-only effect, or effect the other way, or a change in a side signal; inactive = no such curve, though single readings can be large or run the other way; the % refers to the polarisation;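 note: polarization taken with two DNA probes labelled with fluorescein and Texas red; potency is the fitted concentration of half-maximal effect; % of control where 0% means no effect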
#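 His-tagged ERG Ets domain (1 uM in the protein solution; 300mM KCl, 50mM Tris-HCl, 1mM EDTA, 1mM DTT, pH 7.5) received compound, then a probe mix of 5 nM fluorescein-DNA and 100nM Texas-615-DNA. Fluorescence polarization was read for both dyes.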
# POLH inh – inhibitors of human DNA polymerase eta; Potency, µM (doses to about 114 µM), for inactives: at the highest dose activity change, negative = inhibition, usual class: inhibitors; Q9Y253; AID 588591; recombinant Pol eta, fluorescent DNA replication assay; actives 1.2% (n = 390,000); note: potency is the fitted concentration of half-maximal effect; % is set by controls: 0 for no effect and ±100 for the full control effect
#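 Pol eta (10 nM) was preincubated with compounds for 15 min at room temperature, after which fluorescent replication substrate (50 nM final) was added to start the reaction. Fluorescence was read kinetically at 0 and 10 min.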
# * marks the source's active call; other numbers are inactive results; ? = inconclusive; . = no result given; & = joins results of further samples; [ ] = another dose, or the depositor's remark. Unless noted, calls come from the whole dose curve; as a rule, active = well fitted curve in the direction sought with a large enough effect; inconclusive = small, poorly fitted or top-dose-only effect, or another doubt; inactive = no such curve, though single readings can be large; an effect the other way counts as inactive or inconclusive. An excerpt; the hit share may differ from the screen's.
# Fields – Anesthetic bind	POLH inh	APE1 inh	RGS4 inhibitor	POLB inh	Pol kappa inh	ERG Ets-DNA blk	ALOX12 inh	LDHA block
Cc1ccc2c(c1)N(CCC(=O)NCc1ccc(F)cc1)C(=O)CO2
 : -4%	-7%	.	5%	16%	6%	-2%	0%	3
CN1c2ccccc2Sc2cc(N)ccc21
 : -24%	-16%	-6%	-7%[56.9 µM]	6%	2%	13%	?	-1
O=C(Nc1cccc(F)c1)N1CCC(c2ccccc2)CC1
 : 1%	-3%	-8%	28%	18%	1%	-4%	4%	-2
O=C(O)c1cc([N+](=O)[O-])ccc1NCCCc1ccccc1
 : .	-2%[57.1 µM]	?	-2%[56.9 µM]	6%[57.1 µM]	-1%[60.1 µM]	13%	-16%&11%&0%	-5
Cc1ccc(C)c2nc(SCC(=O)Nc3ccc4c(c3)OCO4)c(C#N)cc12
 : -11%	-18%	3%	-12%	8%	2%	-1%	-12%	-8
O=S(=O)(/C(=C/c1ccc(C(F)(F)F)cc1)c1nc2ccccc2[nH]1)c1ccccc1
 : 5%	-21%	-3%	?	14%	-8%	-15%	3%	-1
Cn1c(COc2ccc([N+](=O)[O-])cc2)nnc1SCC(=O)NCC1CCCO1 (stereo not given)
 : -10%	3%	11%	25%	38%	8%	-2%	-3%	-7
O=C(O)CC/C(=N/Nc1ncc(C(F)(F)F)cc1Cl)C(=O)O
 : -11%	-17%	-1%	13%	-16%	-1%	5%	-4%	7
Cc1ccc(OC(C)C(=O)Nc2ccc(C)c(S(=O)(=O)Nc3ccc(C)cc3C)c2)cc1 (stereo not given)
 : -6%	-20%	?	17%	-29%	-20%	-1%	-18%	-3
N/C(=N\OC(=O)CCCCCN1C(=O)c2ccccc2C1=O)c1ccccn1
 : ?	-10%	4%	-12%	25%	-4%	9%	?	-3
CC(C)COP(=O)(c1ccc(N(C)C)cc1)C(O)c1ccccn1 (stereo not given)
 : -11%	2%	4%	-13%	13%	-2%	-3%	-4%	-4
O=C(COC(=O)c1cc(-c2cccs2)nn1-c1ccccc1)Nc1ccc(Cl)c([N+](=O)[O-])c1
 : 8%	?	-9%	6%	1%[57.1 µM]	0%	0%	?	-1
CCCOc1ccc(/C=C/C(=O)NCc2ccccc2)cc1
 : -5%	-17%	-1%	-14%	-1%	-24%	-3%	5%	-5
COCCn1ccc2c(OCC(=O)Nc3ccccc3F)cccc2c1=O
 : 7%	-15%	.	-3%	11%	-3%[60.1 µM]	2%	-32%	-4
Cc1ccc(/C=N/NC(=O)Cn2nccc2C)o1
 : -6%	3%	-2%	39%	28%	-20%	3%	1%	-4
CC/C(Cc1ccccc1)=N\NC(=O)c1cc(C)oc1C
 : -9%	-18%	0%	-11%	1%	-4%	3%	21%	-5
COc1ccc(NC(=O)NC(C)C2CC3CCC2C3)cc1 (stereo not given)
 : -21%	-3%	-5%	28%	1%	-14%	-3%	-1%	-1
CN(C)CCN1C(=O)C(=O)/C(=C(/O)c2ccc(F)cc2)C1c1ccccc1 (stereo not given)
 : -14%	-5%	-2%	24%	25%	-3%	-11%	-4%	-4
N#CC1(C#N)[C@@H](C(=O)C23CC4CC(CC(C4)C2)C3)C12CCOCC2
 : 0%	-15%	-7%	22%	3%	-15%	0%	-17%	-8
COc1ccc(C(=O)OCC(=O)c2ccc3c(c2)NC(=O)CO3)cc1[N+](=O)[O-]
 : .	-14%	-4%	-46%	.	-5%	7%	-8%	-2
COc1cc([C@@H]2CC=C(C(=O)O)CN2S(=O)(=O)c2ccc(C)cc2)cc(OC)c1OC
 : .	-19%	10%	-8%	.	11%	-3%	-1%	0
O=[N+]([O-])c1c(Nc2ccc(O)cc2)cc(Cl)c2nonc12
 : 3%	50µM*	2%	?	-16%	-5%	9%	?	2
Cc1ccc(NC(=O)Cc2nnc(SCC(=O)NC3CCCC3)n2C)cc1
 : 6%	-6%	16%	1%	36%	-5%	1%	8%	-6
COc1ccc(S(=O)(=O)Oc2c(OC)cc(C(=S)N3CCOCC3)cc2OC)cc1
 : -13%	-16%	7%	?	3%	-10%	-1%	?	-1
Cc1c(-c2c(C#N)c(N)nc3c2CCCCCC3)cnn1C
 : -8%	-13%	12%	-12%[11.4 µM]	12%	-8%	3%	0%	-5
O=C(CCc1ccccc1)OCCOC(=O)CCc1ccccc1
 : -8%	-10%	3%	3%	22%	-3%	2%	-4%	0
CCn1cc(C2C(C(=O)Nc3cc(C)ccn3)=C(C)NC3=C2C(=O)CC(C)(C)C3)c(C)n1 (stereo not given)
 : 234%[activator]	-10%	6%	3%	34%	-14%	7%	-3%	-4
COc1ccc(-c2csc(NC(=O)C3COc4ccccc4O3)n2)cc1OC (stereo not given)
 : 3%	-25%	?	-13%	?	-6%	11%	-7%	3
O=C(NC(=S)N1CCCCCC1)c1ccccc1Cl
 : -22%	4%	5%	17%	-3%	5%	4%	-2%	-4
Cc1cc2nn(-c3ccccc3)nc2cc1NC(=O)COc1ccc(Cl)cc1
 : 3%	-16%	.	3%	9%	-7%	0%	-14%	-1
O=C(NC1CCCC1)C(c1ccccn1)N(C(=O)c1csnn1)c1ccc(F)cc1 (stereo not given)
 : 2%	-19%	35%	-28%	-2%	-4%	-4%	0%	-4
Cc1ccccc1CN1C(=O)C(O)(CC(=O)c2cccc(Br)c2)c2ccccc21 (stereo not given)
 : ?	-18%	.	-16%	-2%	5%	4%	-6%	5
O=C(COC(=O)c1ccccc1NCCO)Nc1cc(C(F)(F)F)ccc1N1CCOCC1
 : 60%[activator]	-22%	-15%	-13%	-2%	-10%	5%	357%[activator]	-7
COc1ccc(C(=O)NCc2ccc3c(c2)CCN3C(=O)c2ccncc2)cc1
 : 1%	1%	.	24%	-17%	-15%[60.1 µM]	-3%	-26%	-14
COc1ccc(-c2n[nH]c(=S)n2Cc2ccccc2)cc1
 : 3%	4%	1%	-16%	-3%	-4%	-5%	-11%	-11
Cc1ccccc1C(=O)Nc1ccnn1C1CCN(Cc2ccc(CO)o2)CC1
 : -8%	-15%	24%	-16%[56.9 µM]	35%	-1%	17%	0%	-1
CCOC(=O)c1cnc(SCC(=O)Nc2nc(C)c(C)s2)nc1N
 : ?	-1%	2%	11%	1%	-18%	6%	?	-2
CCN=C1S/C(=C/c2ccc(-c3ccc(F)cc3)o2)C(=O)N1CC
 : 1%	-23%	37%	-16%	-11%	4%	-7%	.	-2
Cc1ccc(CNC(=O)CN(c2ccc(C)cc2)S(=O)(=O)c2c(C)n[nH]c2C)cc1
 : -7%	-15%	-14%	-1%[56.9 µM]	3%	13%	0%	?	-1
Cn1cc(/C=N/Nc2ccccc2)c2ccccc21
 : -15%	-15%	19%	-32%	27%	0%	9%	?	4
CCN1CCN(CCNC(=O)Cn2c(=O)c3cccn3c3ccc(F)cc32)CC1
 : -6%	-10%	68%[activator]	-5%[11.4 µM]	2%	-11%	0%	5%	-6
CCC(=O)N1CCN(c2ccc(Cl)cc2NC(=O)c2ccc([N+](=O)[O-])o2)CC1
 : -15%	3%	20%	3%	?	-1%	-4%	-9%	-4
O=C(O)c1ccc(-n2ncc3c2/C(=C\c2cccc([N+](=O)[O-])c2)CC3)cc1
 : .	?	.	-23%	.	-11%	8%	?	-3
COc1ccc(-c2cc(CC3(C(=O)O)CCN(C(=O)OC(C)(C)C)CC3)on2)c(OC)c1
 : -3%	-9%	31%	1%	-1%	-12%	0%	-3%	0
CCO[C@H]1OC(C(=O)NCc2ccccc2)=C[C@@H](C2CC2)[C@@H]1CCCO
 : -4%	-9%	2%	-6%	?	-14%	-12%	?	-4
CC(C)c1ccc(C2c3[nH]c4ccccc4c3C[C@H]3C(=O)N(c4ccccc4C(=O)N4CCC[C@H]4C(=O)O)C(=O)N23)cc1 (stereo not given in full)
 : -17%	-22%	39%	-9%	3%	-12%	12%	?	-5
Fc1ccc2cc(-c3ccsc3)ncc2c1
 : .	-6%	-5%	10%	.	-6%	5%	0%	-10
O=C(COc1ccccc1)Nc1ccc2c(c1)nc1n2CCOC1
 : -10%	-7%	-7%	-3%	35%	5%	-1%	-11%	-2
CC(=O)NCC1COc2ccccc2O1 (stereo not given)
 : -3%	-13%	3%	2%	-22%	-12%	2%	-19%	-4
COc1ccc(/C(N)=N/OC(=O)Cc2ccccc2)cc1
 : -5%	-15%	7%	20%	10%	-18%	-9%	-9%	-6
CCN(CC)c1ccc(/C=N/NC(=O)c2ccc3c(c2)OCCO3)cc1
 : 186%[activator]	-5%	11%	19%	-25%	-10%	3%	-5%	14
O=S(=O)(Nc1ccc(-c2cnco2)cc1)c1ccccc1
 : -16%	-14%	-1%	20%	?	-2%	-15%	4%	-3
CN=c1scc(C)n1/N=C/c1ccc(O)c(O)c1O
 : ?	3.5µM*	7.1µM*	-23%	5µM*	13µM*	1%	-16%	33

# Bioassay records from PubChem.
